Screening results deposited in PubChem by National Center for Advancing Translational Sciences (NCATS).
D1 antagonist = antagonists of human D1 dopamine receptor; activity change, negative = inhibition, % at 10 µM; P21728; 360,000 compounds, 3.2% hits; HEK293 TREx D1 cells, calcium flux, dopamine EC80; hits give low values; in the data active = activity change below about -30%; also: % is scaled to controls: 0 for no effect and ±100 for the full control effect
Target sequence (P21728 whole entry, looked up): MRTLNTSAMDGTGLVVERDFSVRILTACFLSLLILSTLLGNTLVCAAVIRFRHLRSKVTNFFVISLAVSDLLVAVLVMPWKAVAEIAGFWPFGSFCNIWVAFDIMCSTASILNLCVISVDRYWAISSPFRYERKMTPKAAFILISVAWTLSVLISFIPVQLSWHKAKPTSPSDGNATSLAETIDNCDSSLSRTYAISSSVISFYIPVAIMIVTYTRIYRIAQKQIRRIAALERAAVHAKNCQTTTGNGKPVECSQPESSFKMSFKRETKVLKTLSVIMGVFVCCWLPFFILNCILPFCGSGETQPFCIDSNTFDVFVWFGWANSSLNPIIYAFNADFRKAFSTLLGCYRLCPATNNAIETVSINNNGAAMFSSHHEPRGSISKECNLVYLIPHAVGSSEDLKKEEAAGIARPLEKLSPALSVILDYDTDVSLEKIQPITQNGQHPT
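Calcium flux readout: force-coupled, inducible Hek293 Trex D1 line, cells induced overnight at 30 C with tetracycline, dye-loaded 30–90 min at RT. Antagonism scored against EC80 dopamine challenge given 180 s after compound.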
TRHR PAM = allosteric enhancers of human TRH receptor. P34981. TRHR cells, fluo-8 calcium fluorescence, EC20 TRH enhancement. enhancement, % at 2 µM. 360,000 compounds, 0.66% hits. AID 493056; in the data active = enhancement above about 30%; also: 0% is about no effect
Target sequence (P34981 whole entry, looked up): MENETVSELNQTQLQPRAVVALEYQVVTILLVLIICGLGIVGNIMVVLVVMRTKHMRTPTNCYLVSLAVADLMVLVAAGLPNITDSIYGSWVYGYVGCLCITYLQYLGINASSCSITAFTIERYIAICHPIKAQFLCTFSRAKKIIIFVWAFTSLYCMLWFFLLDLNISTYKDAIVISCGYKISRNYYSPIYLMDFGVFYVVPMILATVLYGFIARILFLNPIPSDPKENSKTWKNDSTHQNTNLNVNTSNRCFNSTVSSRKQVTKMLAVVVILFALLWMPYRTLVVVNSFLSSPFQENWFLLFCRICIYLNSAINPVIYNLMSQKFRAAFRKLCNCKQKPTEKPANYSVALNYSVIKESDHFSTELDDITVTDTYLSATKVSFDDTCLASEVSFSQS
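Enhancer read-out: after compound pinning and an initial kinetic agonist-mode read, an EC20 of TRH (10 nM final) was injected and fluo-8 calcium signal (Ex 480/Em 530) followed at 1 s/cycle for 100 cycles in TRHR-expressing cells.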
D1 potentiator = potentiators of human D1 dopamine receptor; HEK293 TREx D1 cells, calcium flux, dopamine EC20 potentiation; P21728; 360,000 compounds, 0.036% hits; potentiation, % at 10 µM; in the data active = potentiation above about 30%; also: 0% is about no effect
D2 agonist = agonists of human D2 dopamine receptor; 340,000 compounds, 0.53% hits; AID 485358; activation, % at 2 µM; HEK293 T-REx D2 cells, calcium flux agonist mode;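 active = activation over 3 SD above normal in the single-dose calcium agonist read, cut at about 30% in these data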; also: 0% is about no effect
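Agonism scored from kinetic calcium signal (1 read/sec, 180 s) following compound pin transfer, after a 10 s baseline. Cells: HEK293 Trex line expressing inducible D2 receptor coupled to calcium, dye-loaded after overnight culture at 30 C.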
RXFP1 antag = RXFP1 (human) relaxin receptor antagonism; Q9HBX9; HEK293-RXFP1, relaxin-stimulated cAMP HTRF, 30 min; hits give low values; activity change, negative = inhibition, % at 57.5 µM; 350,000 compounds, 0.59% hits;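 active = activity change of -60% or lower, but not beyond a set lower limit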; also: % is scaled to controls: 0 for no effect and ±100 for the full control effect
D2 potentiator = positively modulates the human D2 dopamine receptor allosterically; P14416; 340,000 compounds, 0.34% hits; HEK293 T-REx D2, calcium flux, EC20 dopamine potentiation; potentiation, % at 10 µM; AID 485347;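 active = potentiation over 3 SD above the plate norm, cut at about 30% in these data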; also: 0% is about no effect
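Using a no-wash calcium dye in inducible, force-coupled HEK293 Trex cells expressing D2, we tracked fluorescence each second for 180 s after compound, then for 180 s after EC20 dopamine to detect augmented signalling.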
TRHR ag = agonists of human TRH receptor | P34981 | TRHR cells, calcium flux fluo-8, FDSS agonist mode | activation, % at 2 µM | 360,000 compounds, 0.18% hits | AID 493084; also: 0% is about no effect
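Read-out: compound-evoked intracellular calcium rise in TRHR cells, fluo-8 dye, kinetic FDSS fluorescence at 1 s/cycle following a 10-cycle baseline. Cells cultured overnight before dye loading (30 min–1.5 h, RT).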
D2 antagonist = antagonizes the human D2 dopamine receptor; AID 485344; HEK293 TREx D2 cells, calcium flux, dopamine EC80; inhibition, % at 10 µM; 340,000 compounds, 2% hits; in the data active = inhibition above about 30%; also: 0% is about no effect
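Read-out: kinetic calcium fluorescence (1 cycle/s) in inducible HEK293 T-REx D2 cells after an EC80 dopamine addition that followed 180 s compound preincubation. Loss of the dopamine response indicates antagonism.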
D1 ag = activates the human D1 dopamine receptor; P21728; HEK293 T-REx D1 cells, calcium flux, agonist mode; activation, % at 2 µM; 360,000 compounds, 1% hits; also: 0% is about no effect
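Inducible HEK293 T-REx D1 cells, force-coupled to calcium signalling, were plated at 4000 cells/well with tetracycline and held overnight at 30 C. After no-wash calcium dye loading, compound-evoked calcium rise over 180 s flagged agonists.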
Starred values were filed as active, the others as inactive. Rule as the data show it, unless noted: active = activation above about 30%; inactive = the rest.

The first two compounds as a preview:
`Cc1ccc(OCc2n[nH]c(=S)n2-c2ccc(C)cc2)cc1` gave D1 antagonist 14, TRHR PAM 0, D1 potentiator 2, D2 agonist -0.2, RXFP1 antag -4, D2 potentiator 22, TRHR ag 0.6, D2 antagonist 1 and D1 ag 5.
`Cc1nnsc1SCCNC(=O)Nc1ccc(Cl)cc1` gave TRHR PAM 9, D1 potentiator -9, D2 agonist 3.6, RXFP1 antag -1, D2 potentiator -8, TRHR ag 0.1, D2 antagonist 8 and D1 ag 13.

Main list, previewed entries included:
`Cc1ccc(OCc2n[nH]c(=S)n2-c2ccc(C)cc2)cc1` gave D1 antagonist 14, TRHR PAM 0, D1 potentiator 2, D2 agonist -0.2, RXFP1 antag -4, D2 potentiator 22, TRHR ag 0.6, D2 antagonist 1 and D1 ag 5.
`Cc1nnsc1SCCNC(=O)Nc1ccc(Cl)cc1` gave TRHR PAM 9, D1 potentiator -9, D2 agonist 3.6, RXFP1 antag -1, D2 potentiator -8, TRHR ag 0.1, D2 antagonist 8 and D1 ag 13.
`N#Cc1c(NCCO)ccc([N+](=O)[O-])c1NCCO` gave D1 antagonist -6, TRHR PAM -1, D1 potentiator 0, D2 agonist 0.3, RXFP1 antag -16, D2 potentiator 5, TRHR ag 0.0, D2 antagonist -2 and D1 ag 1.
`O=C(O)CCNC(=O)/C(=C/C=C/c1ccccc1)NC(=O)c1ccccc1` gave D1 antagonist -19, TRHR PAM 0, D1 potentiator 0, D2 agonist -0.1, RXFP1 antag 2, D2 potentiator -10, TRHR ag 0.3, D2 antagonist 12 and D1 ag 4.
Screening Cc1cc(C(=O)Nc2ncn[nH]2)ccc1[N+](=O)[O-] returned D1 antagonist 2, TRHR PAM -1, D1 potentiator -4, D2 agonist 0.7, D2 potentiator -24, TRHR ag 2.0, D2 antagonist 30 and D1 ag 4.
`O=C(CCN1C(=O)C2CC=CCC2C1=O)Nc1ccccc1Cl` (stereo not drawn) gave D1 antagonist 21, TRHR PAM -2, D1 potentiator -8, D2 agonist 0.5, RXFP1 antag 10, D2 potentiator 1, TRHR ag 0.0, D2 antagonist -1 and D1 ag 1.
`COc1cc(C(=O)NC2CCCC(C)C2C)ccc1OCC(=O)N1CCOCC1` (stereo not drawn) gave D1 antagonist -3, TRHR PAM 12, D1 potentiator 1, D2 agonist 0.3, RXFP1 antag -17, D2 potentiator -3, TRHR ag 0.5, D2 antagonist 2 and D1 ag 3.
Screening COc1ccccc1N1CCN(C(=O)C2CCCO2)CC1 (stereo not drawn) returned D1 antagonist -2, TRHR PAM 3, D1 potentiator 6, D2 agonist 0.6, RXFP1 antag -20, D2 potentiator -10, TRHR ag 0.6, D2 antagonist -1 and D1 ag 2.
Cn1c(NNC(=O)c2ccccc2F)cc(=O)n(C)c1=O was read as D1 antagonist -2, TRHR PAM 2, D1 potentiator -6, D2 agonist 0.2, RXFP1 antag 2, D2 potentiator 8, TRHR ag -0.5, D2 antagonist -7 and D1 ag 1.
CCOC(=O)CN1C(=O)C(O)(CC(=O)c2ccc3c(c2)CCCC3)c2ccccc21 (stereo not drawn) was read as D1 antagonist 13, TRHR PAM 1, D1 potentiator -14, D2 agonist 0.7, RXFP1 antag 3, D2 potentiator 4, TRHR ag 0.0, D2 antagonist 8 and D1 ag 6.
Screening O=C(NCc1ccc(Cl)cc1)c1cc2c(s1)-c1ccccc1SC2 returned D1 antagonist -20, TRHR PAM 0, D1 potentiator -4, D2 agonist -0.3, RXFP1 antag -15, D2 potentiator -14, TRHR ag 1.3 and D1 ag 6.
Screening COCc1ccc(C(=O)N(C)CC2CCCN(CCc3ccc(OC)cc3)C2)o1 (stereo not drawn) returned D1 antagonist -22, TRHR PAM 2, D1 potentiator -6, D2 agonist 1.5, RXFP1 antag -5, D2 potentiator 7, TRHR ag 0.1, D2 antagonist -9 and D1 ag 1.
Screening CCOC(=O)c1cccc(NC(=O)c2ccc(N(C)C)cc2)c1 returned D1 antagonist 3, TRHR PAM 3, D1 potentiator 7, D2 agonist 0.7, RXFP1 antag -10, D2 potentiator -19, TRHR ag -0.2, D2 antagonist -1 and D1 ag 0.
O=C(NNS(=O)(=O)c1ccccc1)c1ccc(F)cc1 was read as D1 antagonist 2, TRHR PAM 5, D1 potentiator -9, D2 agonist 0.5, RXFP1 antag 4, D2 potentiator 11, TRHR ag -0.2, D2 antagonist -19 and D1 ag 2.
CC1CCC2C(=O)N(c3cccc(OS(=O)(=O)c4ccccc4)c3)C(=O)C2C1 (stereo not drawn) was read as D1 antagonist -3, TRHR PAM -1, D1 potentiator 3, D2 agonist -1.1, RXFP1 antag 2, D2 potentiator 8, TRHR ag -1.1, D2 antagonist -3 and D1 ag 13.
Screening Cc1ncc(C[n+]2csc(CCOC(=O)CC3C4CC5CC(C4)CC3C5)c2C)c(N)n1 (stereo not drawn) returned D1 antagonist 0, TRHR PAM 2, D1 potentiator -1, D2 agonist -0.5, RXFP1 antag -14, D2 potentiator 6, TRHR ag 0.0, D2 antagonist -5 and D1 ag 3.
Screening CC(=O)c1ccc(NC(=O)COC(=O)CCc2ccc(S(=O)(=O)N3CCOCC3)cc2)cc1 returned D1 antagonist -8, TRHR PAM -5, D1 potentiator -2, D2 agonist -0.2, RXFP1 antag -18, D2 potentiator -4, TRHR ag 0.3, D2 antagonist 8 and D1 ag 6.
C=C(C)Cn1c(SCC(=O)O)nnc1-c1ccc(OC)cc1 was read as D1 antagonist 5, TRHR PAM -1, D1 potentiator -4, D2 agonist -1.5, RXFP1 antag 3, D2 potentiator 3, TRHR ag -0.2, D2 antagonist -14 and D1 ag 1.
Screening CC(C)[C@H](NC(=O)N1c2ccccc2NC(=O)[C@@H]1C(C)C)C(=O)N1CCC(C(=O)O)CC1 returned D1 antagonist 4, TRHR PAM 5, D1 potentiator 13, D2 agonist -1.3, D2 potentiator -2, TRHR ag -0.6, D2 antagonist 0 and D1 ag 6.
For c1ccc(NC2=NCCN2CC2CCCCC2)cc1 the results were D1 antagonist -5, TRHR PAM -3, D1 potentiator 0, D2 agonist 0.2, D2 potentiator 8, TRHR ag 0.2, D2 antagonist 7 and D1 ag 1.

In the list so far, these contain fluorine:
Cn1c(NNC(=O)c2ccccc2F)cc(=O)n(C)c1=O was read as D1 antagonist -2, TRHR PAM 2, D1 potentiator -6, D2 agonist 0.2, RXFP1 antag 2, D2 potentiator 8, TRHR ag -0.5, D2 antagonist -7 and D1 ag 1.
O=C(NNS(=O)(=O)c1ccccc1)c1ccc(F)cc1 was read as D1 antagonist 2, TRHR PAM 5, D1 potentiator -9, D2 agonist 0.5, RXFP1 antag 4, D2 potentiator 11, TRHR ag -0.2, D2 antagonist -19 and D1 ag 2.

Further entries follow:
For Nc1nc(Nc2ccccc2F)nc(NCCO)c1[N+](=O)[O-] the results were D1 antagonist 1, TRHR PAM 1, D1 potentiator -2, D2 agonist 0.5, RXFP1 antag 6, D2 potentiator 8, TRHR ag 0.2, D2 antagonist -5 and D1 ag -1.
Screening CCN(CC)c1ccc(NC(=O)c2cnn(CC)c2)cc1 returned D1 antagonist 4, TRHR PAM -1, D1 potentiator 0, D2 agonist 0.3, RXFP1 antag -23, D2 potentiator -13, TRHR ag 0.8, D2 antagonist 18 and D1 ag 3.
For O=C1CCOc2cc(OCc3ccccc3)ccc21 the results were D1 antagonist 0, TRHR PAM 0, D1 potentiator -6, D2 agonist -0.2, RXFP1 antag -2, D2 potentiator 3, TRHR ag -0.8, D2 antagonist 7 and D1 ag 5.
`CS(=O)(=O)N(CC(=O)NCCSc1ccccc1)c1ccc2c(c1)OCO2` gave D1 antagonist -5, TRHR PAM 1, D1 potentiator 3, D2 agonist 0.2, RXFP1 antag -6, D2 potentiator -5, TRHR ag -0.3, D2 antagonist 2 and D1 ag 5.
Screening O=C(CN1C(=O)NC2(CCCC2)C1=O)Nc1ccc(F)c([N+](=O)[O-])c1 returned D1 antagonist -1, TRHR PAM -1, D1 potentiator -7, D2 agonist -2.7, RXFP1 antag -19, TRHR ag 1.0, D2 antagonist -16 and D1 ag 1.
For CCC(C)[C@H](NC(=O)NCc1ccc(F)cc1)C(=O)O (stereo partly drawn) the results were D1 antagonist -3, TRHR PAM 8, D1 potentiator -1, RXFP1 antag 3, TRHR ag -0.4 and D1 ag 5.
CCN(CC)S(=O)(=O)c1ccc(N2CCCC2)c(NS(=O)(=O)c2ccccc2)c1 was read as D1 antagonist -13, TRHR PAM -4, D1 potentiator -4, D2 agonist -1.4, D2 potentiator 16, TRHR ag -0.4, D2 antagonist -2 and D1 ag 2.
Screening C/C(=N\O)C(=O)NCc1ccncc1 returned D1 antagonist -3, TRHR PAM -5, D1 potentiator 3, D2 agonist 0.7, RXFP1 antag 1, D2 potentiator 1, TRHR ag -0.2, D2 antagonist -10 and D1 ag 2.
Screening CC(=O)Oc1ccc(/C=C2\C=C(c3ccc(C)cc3)OC2=O)cc1 returned D1 antagonist -23, TRHR PAM 4, D1 potentiator -5, D2 agonist 1.1, RXFP1 antag 26, D2 potentiator -6, TRHR ag 0.1, D2 antagonist 3 and D1 ag 1.
Cc1ccc(Oc2ncccc2C(=O)NC2CCSC2=O)cc1 (stereo not drawn) was read as D1 antagonist -17, TRHR PAM 2, D1 potentiator 0, D2 agonist -1.0, RXFP1 antag 7, D2 potentiator 7, TRHR ag -0.2, D2 antagonist 4 and D1 ag 0.
CCOC(=O)COc1nc(C)c(Br)c(OC)n1 was read as D1 antagonist 4, TRHR PAM -4, D1 potentiator -2, D2 agonist 0.2, RXFP1 antag -4, D2 potentiator -7, TRHR ag -0.5, D2 antagonist 1 and D1 ag 0.
For Cc1nnc(SCC(=O)NC2CCCCC2)n1C1CCCCC1 the results were D1 antagonist -5, TRHR PAM -1, D1 potentiator -3, D2 agonist 0.6, RXFP1 antag -9, D2 potentiator 10, TRHR ag 0.1, D2 antagonist -8 and D1 ag 0.
For Cc1cccc(NC(=O)CN(c2ccc(F)cc2)S(C)(=O)=O)c1 the results were D1 antagonist -11, TRHR PAM 12, D1 potentiator -1, D2 agonist 0.9, RXFP1 antag 13, D2 potentiator -19, TRHR ag 0.2, D2 antagonist 7 and D1 ag 3.
For Cc1ccc(S(=O)(=O)Nc2cc(Cl)c3oc4c(c3c2)CCCC4)cc1 the results were D1 antagonist 23, TRHR PAM 12, D1 potentiator 1, D2 agonist -3.1, D2 potentiator -21, TRHR ag -1.8 and D1 ag -1.
Screening COc1ccc(CC(=O)NC(C)c2ccc3ccccc3c2)cc1 (stereo not drawn) returned D1 antagonist 0, TRHR PAM -2, D1 potentiator -5, D2 agonist -1.3, RXFP1 antag 2, D2 potentiator -4, TRHR ag -0.2, D2 antagonist 0 and D1 ag 4.
CC1CCN(C(=O)Cn2cc(SCC(=O)NCc3ccc(F)cc3)c3ccccc32)CC1 was read as D1 antagonist -4, TRHR PAM 3, D1 potentiator -2, D2 agonist 0.5, RXFP1 antag -26, D2 potentiator -1, TRHR ag -0.1 and D1 ag 0.
